miR-122 sensor: inhibitors of miR-122 in Huh7 cells; Huh7 miR-122 Renilla luciferase sensor, 48 h; neutral wells = 0, positive control = 100; activation (reporter increase), % at 12.5 µM; 340,000 compounds, 0.3% hits; AID 602342;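 active = mean replicate activation score at least 90 and every replicate individually at or above 90; inconclusive = only one of the two criteria met; inactive = neither criterion met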;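 also: higher luciferase means less miR-122 activity so hits act as miR-122 inhibitors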
E-selectin induc: E-selectin induction on HUVECs. HUVEC E-selectin immunofluorescence imaging; normalized: neutral wells 0, TNF-alpha wells 100. activation, % at 7.58 µM. 260,000 compounds, 0.37% hits;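 active = mean E-selectin-positive cell signal at least 10% of the positive control, reached in at least 60% of replicates, without over 20% cell loss; inconclusive = no rule given, readout overlaps actives, possibly toxicity-flagged; inactive = the rest, including those meeting only one limit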;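 also: in these data hits start at about 27%; measured in HUVEC primary endothelial cells; signal is the percent of cells scored E-selectin positive by PE staining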
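System: HUVEC / Compound: single concentration / Signal: immunofluorescence imaging / Read-out: percent E-selectin-positive cells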
RAD54 inh: inhibitors of human RAD54 branch migration | RAD54 Holliday junction branch migration, FAM/BHQ fluorescence | inhibition, % at 10.4 µM | 360,000 compounds, 0.14% hits | AID 602329;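 active = mean normalized replicate activity at least 40 and at least half of replicates scoring 40 or more; inconclusive = only one of the two criteria met; inactive = mean below 40 and under half of replicates reaching 40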;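 also: 0% = median of neutral control wells and 100% = median of positive control wells; inhibitors cause a drop in the FAM fluorescence signal; in these data hits start at about 50%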
Target sequence (Q92698 whole entry, looked up): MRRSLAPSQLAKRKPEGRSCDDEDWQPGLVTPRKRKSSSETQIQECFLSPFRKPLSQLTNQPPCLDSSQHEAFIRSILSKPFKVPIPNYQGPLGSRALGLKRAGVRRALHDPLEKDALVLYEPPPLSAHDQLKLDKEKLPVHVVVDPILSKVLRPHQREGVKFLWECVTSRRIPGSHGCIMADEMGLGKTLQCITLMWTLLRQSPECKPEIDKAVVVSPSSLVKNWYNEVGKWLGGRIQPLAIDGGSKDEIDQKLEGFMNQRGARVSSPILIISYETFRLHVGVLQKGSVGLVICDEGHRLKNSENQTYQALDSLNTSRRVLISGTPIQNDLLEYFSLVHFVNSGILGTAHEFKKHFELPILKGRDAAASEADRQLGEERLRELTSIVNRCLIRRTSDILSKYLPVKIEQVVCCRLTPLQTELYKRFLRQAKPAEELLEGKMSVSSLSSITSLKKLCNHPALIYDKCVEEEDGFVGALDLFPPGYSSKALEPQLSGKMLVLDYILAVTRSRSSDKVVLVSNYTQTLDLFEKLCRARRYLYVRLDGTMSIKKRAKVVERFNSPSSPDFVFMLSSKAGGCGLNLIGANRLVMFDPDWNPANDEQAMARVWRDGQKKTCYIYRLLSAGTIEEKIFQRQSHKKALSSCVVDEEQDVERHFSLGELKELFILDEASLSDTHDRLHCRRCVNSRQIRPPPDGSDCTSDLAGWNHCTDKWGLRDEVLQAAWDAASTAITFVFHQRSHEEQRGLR
PglD DTNB: PglD (C. jejuni) enzyme inhibition | purified PglD enzyme, DTNB colorimetric CoA detection | inhibition, % at 12.5 µM | 360,000 compounds, 0.098% hits; in the data active = inhibition above about 16%, passing the limit was not always enough; inconclusive = no clear call, values can overlap the other calls; also: strong numbers were not always called active
RAD52 inh: inhibitors of human RAD52 DNA annealing; P43351; recombinant RAD52 DNA annealing, FRET fluorescence; inhibition, % at 18.7 µM; 360,000 compounds, 0.46% hits; AID 651710;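 active = every replicate showing at least 50% inhibition; inconclusive = mean inhibition at least 50% but not in every replicate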
PGC1a acetyl inh: PGC1a acetylation modulation, inhibitor mode. inhibition, % at 15.6 µM. 350,000 compounds, 0.17% hits. AID 651687. U2OS PGC1a acetylation, AlphaScreen anti-acetyl-lysine; with virally co-expressed GCN5 acetyltransferase;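 active = every replicate shows inhibition of at least 40%; inconclusive = mean inhibition at least 40% but some replicate below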;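 also: 0% = neutral control wells and 100% = positive control wells; some results beyond the cut were filed as inactive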
Cneo AK release: causes C. neoformans cell lysis. adenylate kinase release luminescence, 4 h; normalised: neutral wells 0, clomiphene wells 100. lysis activity, % at 15 µM. 360,000 compounds, 0.2% hits. AID 651654;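 active = mean lysis activity across replicates of at least 80%, whatever share of replicates individually reach that level; inactive = mean lysis activity below 80%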
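Material – Cryptococcus neoformans yeast cells · Quantity – 5 × 10^6 yeast cells/mL · Buffer or medium – YPD medium · Compound – single dose · Timing – 4 h static compound exposure, 37 °C, read 1 h post-reagent · Signal – adenylate kinase release luminescence · Read-out basis – lysis from increased AK signal · Benchmarks – Clomiphene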
ERAP1 HTS inh: blocks human ERAP1 aminopeptidase activity | Q9NZ08 | recombinant ERAP1, Leu-AMC fluorescence, 60 min | inhibition, % at 10.7 µM | 340,000 compounds, 0.15% hits | AID 652197;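 active = mean replicate inhibition of at least 30%, or all replicates individually reaching that 30% level; inactive = mean below 30% and not every replicate reaching it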;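 also: 0% = neutral control wells and 100% = L-leucinethiol positive control wells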
Active calls of the source: *; ? = inconclusive; . = no result given; & = joins results of further samples; [ ] = dose if it differs, or a comment.

SMILES	miR-122 sensor	E-selectin induc	RAD54 inh	PglD DTNB	RAD52 inh	PGC1a acetyl inh	Cneo AK release	ERAP1 HTS inh
C[C@H](O)C#Cc1ccc([C@H]2[C@@H](CO)N3CCCCN(C(=O)c4ccc5c(c4)OCO5)C[C@H]23)cc1	5[16.7 µM]	-0.3	3	-2	-4	3	2	0
COc1cc(OC)c2c(C)cc(=O)oc2c1C(CCN1CCOCC1)c1ccc(N(C)C)cc1 (configuration not stated)	15	0.1	0	4	-3	1	-4	-2
CCOC(=O)C1CCCN(S(=O)(=O)c2ccc(OC)cc2)C1 (configuration not stated)	3	.	10	-3	.	-10	0	.
COc1ccc(-c2csc3ncnc(N4CCN(c5cccc(C)c5C)CC4)c23)cc1	-3	.	6	2	-14	3	3	2
CN1C(=O)c2cc(NC(=O)C3CCCC3)ccc2OC[C@H]2O[C@@H](CC(=O)O)CC[C@H]21	-25[16.7 µM]	0.0	12	.	-1	5	.	.
COCC(=O)N1[C@H](CO)[C@@H](c2ccccc2-c2ccc(C)cc2)[C@@H]1C#N	.	0.0	.	.	-6	-3	.	4
CC(Oc1ccc(F)cc1)C(=O)Nc1cc(Cl)ccc1-n1cncn1 (configuration not stated)	-1	-1.0	-2	3	10	-17	-2	-2
COc1ccc(CCNC(=O)c2cc(C3CC3)nc3c2cnn3C(C)C)cc1OC	-8	-1.1	9	-1	-18	-8	0	2
C/C=C/c1ccc([C@H]2[C@H]3CN(C(=O)c4ccccc4)CC(=O)N3[C@H]2CO)cc1	.	0.2	.	.	-4	16	.	0
Cc1cc(Cl)ccc1OC(C)C(=O)Nc1cccc(S(=O)(=O)N2CCOCC2)c1 (configuration not stated)	56	-0.1	-13	0	-13	-13	1	0
COc1ccc(-c2ccc(-c3noc(-c4cccc(OC)c4)n3)c(OC)n2)cc1	-3	.	11	2	.	-3	2	.
C[C@@H]1CN([C@@H](C)CO)C(=O)c2cc(C3=CCCC3)cnc2O[C@@H]1CN(C)C(=O)c1ccccn1	10[16.7 µM]	-0.4	-14	4	6	-8	-1	.
Fc1ccc(-c2ccc3nccn3c2)cc1Cl	.	-0.1	-3	9	-3	.	16	0
C[C@H](CO)N1C[C@H](C)[C@@H](CN(C)Cc2ccc(-c3ccccc3)cc2)Oc2ccc(NC(=O)Nc3ccccc3)cc2C1=O	-6[16.7 µM]	0.0	-7	-1	-24	-4	2	-3
COCCN(C[C@@H]1N[C@@H](CO)[C@@H]1c1ccc(-c2cccnc2)cc1)C(C)=O	-18[16.7 µM]	-0.1	1	-1	-3	3	-2	0
O=S(=O)(N[C@@H]1CC[C@H](CCn2cc(-c3ccccc3F)nn2)O[C@H]1CO)c1ccc(Cl)cc1	.	0.1	-2	2	11	-11	1	0
CCCNC(=O)N1C[C@@H]2[C@H](c3ccccc31)[C@@H](CO)N2C(=O)Cc1ccccn1	19[16.7 µM]	0.3	-10	-2	-19	3	0	-3
C[C@H](CO)N1C[C@H](C)[C@@H](CN(C)S(=O)(=O)c2ccccc2)Oc2c(NC(=O)CCC(F)(F)F)cccc2C1=O	28	?	2	1	-7	-15	2	-2
CCCCC(=O)N(C)c1c(C)nc2ccc(C(=O)N(CC)CCN(C)C)cn12	-9	-0.2	-6	-2	-7	4	2	-1
COCC#Cc1cnc2c(c1)C(=O)N([C@@H](C)CO)C[C@@H](C)[C@@H](CN(C)C(=O)C1CC1)O2	17[16.7 µM]	-0.1	4	-46	4	-4	87*	2
COc1ccc(-c2cc(NC=O)c3ncc(-c4cccc(C(=O)NCCN(C)C)c4)n3c2)cn1	-7	0.3	95*	-6	81*	-6	-2	-1
COc1cccc(CN2[C@@H]3CNC[C@H]2C3c2ccc(-c3cccc(C#N)c3)cc2)c1 (some centres not stated)	.	-0.5&0.7	.	.	24&43	-1&-6	.	-3&-3
COC(=O)c1ccc(N2CCOCC2)c(NC(=O)c2ccco2)c1	1	0.1	1	-1	-2	.	3	0
O=c1oc(CCCO)cc2ccccc12	-4	-0.1	1	3	-23	5	2	1
CC(C)NC(=O)N1CCCCN2[C@H](C1)[C@H](c1ccc(C#C[C@H](C)O)cc1)[C@@H]2CO	-1[16.7 µM]	-0.6	-14	-2	0	2	-1	0
CCOC(=O)c1csc(NC(=O)CSc2nnnn2-c2ccc(OC)c(OC)c2)n1	22	.	-4	-3	.	2	-4	.
CCCCC(=O)Nc1ccc(NC(=O)c2ccc3c(c2)OCO3)cc1OC	6	.	-4	1	.	-4	-2	.
CN(Cc1ccccn1)Cc1nc(-c2ccc(Cl)cc2)no1	0	.	-3	10	-19	-2	-1	0
CSC1=N/C(=C\c2ccc(Cl)cc2)C(=O)N1N(C)C	-5	0.2	-4	1	-6	9	1	4
CC(C)NC(=O)N(C)C[C@H]1OCCCC[C@H](C)Oc2ccc(NC(=O)CCCN(C)C)cc2C(=O)N([C@H](C)CO)C[C@@H]1C	0[16.7 µM]	-0.1	2	2	-36	-3	0	-2
Cc1cccc(NC(=O)C2CC(=O)N(Cc3ccccc3)C2)n1 (configuration not stated)	.	.	-12	-1	-14	.	-1	2
CCOc1cc(/C=N/Nc2ccc(S(=O)(=O)Nc3ccccc3C(=O)O)cc2[N+](=O)[O-])cc(Cl)c1O	-13	-0.2	0	-2	-5	.	1	-61
NS(=O)(=O)c1ccc(CCNC(=O)c2ccc(Cl)c(S(=O)(=O)NCc3ccco3)c2)cc1	2	-0.1	1	-2	-38	-2	1	2
Oc1ccccc1CNCC12CC3CC(CC(C3)C1)C2	26	.	8	-2	2	-8	-2	4
CN1CCN(C(=O)C[C@H]2CC[C@@H](NC(=O)c3ccc4c(c3)OCO4)[C@H](CO)O2)CC1	2[16.7 µM]	0.2	6	0	4	8	0	-1
NC(=O)NC(=O)CSc1cccc(C(F)(F)F)c1	-4	.	2	-3	.	1	1	.
CCOc1ccc(Cn2nnc(C(=O)NCc3ccccc3)c2N)cc1	-3	0.2	-10	-2	-15	-4	-2	1
CC(C)n1cc(CN2CCCC(CNS(=O)(=O)c3cccc4cccnc34)C2)cn1 (configuration not stated)	-5	-1.3	-13	7	-7	5	0	0
COc1ccccc1CNC(=O)C[C@H]1C[C@H]2c3cc(NS(C)(=O)=O)ccc3O[C@H]2[C@H](CO)O1	1[16.7 µM]	0.1	6	-3	-21	2	6	1
Cc1nc(CNS(=O)(=O)c2ccc(F)cc2)cs1	.	0.1	-4	-3	-9	7	1	-4
C=CCN(Cc1nc(-c2ccccc2)no1)C(=O)c1ccco1	.	0.0	-8	0	-11	.	-2	-4
Cc1cc(C)n(-c2ccc(C(=O)OCc3nnc(-c4ccccc4)o3)cc2)n1	0	.	2	-1	.	-2	6	.
CCC1CCCCN1Cc1ccc(CNC(=O)CCc2nnc3ccc(N4CCCCC4)nn23)o1 (configuration not stated)	0	.	3	-8	-5	6	-2	-6
O=C(/C(N=Nc1cccc([N+](=O)[O-])c1)=C(/O)c1ccc(Br)cc1)C(F)(F)F	-10	.	8	4	.	20	-2	.
CCCC(=O)Nc1ccc2c(c1)C(=O)N(C)C[C@@H](OC)[C@@H](C)CN(Cc1ccc(-c3ccccn3)cc1)[C@@H](C)CO2	.	1.9	2	0	-3	1	-1	1
NC(N)=NS(=O)(=O)c1ccc(N/C=C/C(=O)c2ccc(Cl)c(Cl)c2)cc1	2	0.8	-1	-3	-24	3	2	-1
COCCCNCCCCOc1ccc(Br)cc1Cl	-1	-1.3	5	1	1	-10	4	0
CCC(=O)Nc1ccc2c(c1)C(=O)N(C)[C@H]1CC[C@@H](CC(=O)NCCc3ccncc3)O[C@H]1CO2	-4[16.7 µM]	0.1	1	-1	-19	-4	9	0
C=C(C)CSC1=C(C#N)C(c2ccccc2Cl)CC(=O)N1 (configuration not stated)	-12	.	3	-6	.	.	4	.
CC(=O)c1ccc(NC(=S)NCCc2cccc(Cl)c2)cc1	-2	1.7	.	.	-19	-13	.	2
Cc1nnc(-n2cnc3ccccc32)c2ccccc12	-10	.	8	1	.	5	3	.
COc1ccccc1-c1ccc(SCC(=O)Nc2cc(C)on2)nn1	.	5.7	.	.	-9	-9	.	1
O=C(CCCN1C(=O)/C(=C\c2cccc(Br)c2)SC1=S)Nc1ccc(C(=O)O)cc1	-6	0.0	1	-4	-18	-1	-1	2
COc1cccc(N(C(C)=O)c2nc(C)cc(C)c2C#N)c1	-12	.	0	-2	.	11	-2	.
O=C(C[C@@H]1CC[C@@H](NC(=O)c2cccc(F)c2)[C@H](CO)O1)NCCN1CCCC1	-6[16.7 µM]	0.2	-7	-4	-3	-3	21	1
O=C(C/C=N/OCc1c(Cl)cccc1Cl)c1ccccc1	6	.	-9	-3	.	-3	2	.
COC(=O)c1cc2ccc(OC)c(OC)c2c(=O)s1	-3	.	5	-2	.	-1	-1	.
CC(=O)N(C)C[C@@H]1Oc2ncc(-c3ccc(C(=O)N(C)C)cc3)cc2C(=O)N([C@@H](C)CO)C[C@H]1C	4[16.7 µM]	-0.1	4	0	-4	3	4	5
Nc1ncc(Br)cc1S(=O)(=O)Nc1ccccc1F	16	.	-4	4	-11	-15	0	0
O=C(O)CCN1C(=O)C2C3C=CC(C2C1=O)C1C(=O)N(CCC(=O)O)C(=O)C31 (configuration not stated)	-1	0.0	-3	-1	-3	5	0	0

(continued)
SMILES	miR-122 sensor	E-selectin induc	RAD54 inh	PglD DTNB	RAD52 inh	PGC1a acetyl inh	Cneo AK release	ERAP1 HTS inh
COc1ccc(Nc2cc(C)nc(-n3nc(C)cc3C)n2)cc1	10	.	4	-1	.	-8	1	.
CC(NC(=O)c1cc(F)c(F)cc1Cl)c1ccncc1 (configuration not stated)	-1	0.3	1	-3	-13	2	-1	6
O=C(OCc1csc(-c2ccccc2)n1)c1cccs1	8	.	-9	1	.	17	-9	.
CCC(C)NC(=O)c1ccc2c(Cl)c3c(nc2c1)CCC3 (configuration not stated)	-2	0.5	6	2	-13	-4	-13	.
O=C(NCc1ccccc1)C1=C[C@@H](c2ccccc2)C[C@@H](OCc2ccc(CO)cc2)O1	-1	0.7	6	-1	-68&-19	0&1	-3&-1	1&-3
COc1ccc(-c2cn[nH]c2N)cc1	-1	.	7	7	.	1	0	.
C[C@@H]1CCCCO[C@H](CN(C)Cc2ccc3c(c2)OCO3)[C@H](C)CN([C@@H](C)CO)C(=O)c2cc(NC(=O)Nc3ccc(F)cc3)ccc2O1	-1[16.7 µM]	-0.2	-2	4	11	-12	-5	4
C=CCNC(=S)NNC(=O)c1ccc(=O)n(Cc2ccccc2)c1	5	.	.	.	-10	8	.	-3
Cc1ccc(NC(=O)Nc2ccccc2C#N)c(Cl)c1	-21	.	1	1	.	-16	-1	.

Screens as filed in PubChem.

The order is random; 1.4% or so of the library scored in one or more.
